From PubChem
MLLE-PAM2 inh – inhibitors of microRNA-mediated deadenylation, human PABP1 MLLE binding; P11940; GST-MLLE / FITC-PAM2 fluorescence polarization; inhibition, % at 20 µM; actives 0.36% (n = 360,000); AID 588489; in the data active means inhibition above about 35%, passing the limit was not always enough;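 further: plate controls were DMSO wells with GST-MLLE for no effect and wells lacking GST-MLLE protein for full effect; some results filed as inactive read as strong as hits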
eLon inh – E. coli protease La inhibition; purified E. coli Lon protease, fluorescence polarization; actives 0.42% (n = 360,000); P0A9M0; inhibition, % at 7.94 µM; AID 602123; in the data active means inhibition above about 13%, passing the limit was not always enough;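 further: 0% = enzyme with probe and DMSO and 100% = no enzyme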
Target sequence (P0A9M0 whole entry, looked up): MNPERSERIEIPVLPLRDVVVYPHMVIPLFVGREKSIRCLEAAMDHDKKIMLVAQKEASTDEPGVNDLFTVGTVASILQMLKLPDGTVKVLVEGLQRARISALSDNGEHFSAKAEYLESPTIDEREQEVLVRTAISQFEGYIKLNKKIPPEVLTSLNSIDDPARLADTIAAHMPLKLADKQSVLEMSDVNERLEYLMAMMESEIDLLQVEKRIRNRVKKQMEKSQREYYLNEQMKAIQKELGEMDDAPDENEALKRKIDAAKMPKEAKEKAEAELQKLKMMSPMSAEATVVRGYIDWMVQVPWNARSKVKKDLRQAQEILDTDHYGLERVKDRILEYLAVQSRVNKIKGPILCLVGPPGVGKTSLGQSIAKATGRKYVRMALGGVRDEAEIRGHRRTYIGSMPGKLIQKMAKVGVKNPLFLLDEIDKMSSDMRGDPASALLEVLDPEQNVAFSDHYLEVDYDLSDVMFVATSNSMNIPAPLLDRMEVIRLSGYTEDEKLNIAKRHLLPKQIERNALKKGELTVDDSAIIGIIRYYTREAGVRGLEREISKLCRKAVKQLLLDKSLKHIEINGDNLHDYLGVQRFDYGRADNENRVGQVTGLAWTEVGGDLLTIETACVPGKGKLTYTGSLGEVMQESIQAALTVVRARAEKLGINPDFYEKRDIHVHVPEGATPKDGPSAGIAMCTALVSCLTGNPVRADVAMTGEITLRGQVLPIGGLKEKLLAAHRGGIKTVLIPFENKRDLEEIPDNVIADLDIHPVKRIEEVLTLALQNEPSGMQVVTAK
FAS TE block – FAS thioesterase (human) inhibition. P49327. recombinant FAS-TE, OMFH fluorogenic substrate, fluorescence endpoint. inhibition, % at 15 µM. actives 0.67% (n = 360,000). AID 602261;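 active means compounds whose normalised, plate-corrected inhibition of enzyme fluorescence in the single-dose primary screen is 50% or more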;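 further: 0% = DMSO with enzyme and 100% = substrate without enzyme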
CSN inh – inhibitors of human CSN-mediated cullin deneddylation; Q92905; Purified CSN, SCF-Nedd8-OG deneddylation, fluorescence polarization; inhibition, % at 12.5 µM; actives 0.38% (n = 360,000); AID 651999;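 active means pattern-corrected inhibition above about 35%, with an unprinted fluorescence ratio check between 0.5 and 1.5, limit read from the data, passing the limit was not always enough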;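 further: 0% = enzyme with substrate and 100% = substrate without enzyme; some results filed as inactive read as strong as hits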
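test system = HEK293T-derived human Csn5 enzyme | amount = 0.24 nM Csn5 enzyme, final concentration | medium = Tris/NaCl/DTT buffer, pH 7.5 | schedule = 90 min reaction at room temperature | signal = FP | evaluation = inhibition of Csn5 cleavage, % | compound dosing = single dose of 12.5 µM compound with 0.25% DMSO | probe or stimulus = 10 nM SCFSkp2-Nedd8OG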
MT1-MMP act inh – inhibitors of human MT1-MMP activation; AID 651647; actives 0.061% (n = 360,000); HT1080 RFP-PRO-GFP cells, GFP/RFP ratio fluorescence, overnight; percent of plate control window, DMSO zero; P50281; GFP/RFP ratio change, % at 20 µM;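 active means GFP/RFP ratio change of at least 30% with cell ATP level not reduced by more than half and red fluorescence within 50% of control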; further: strong numbers were not always called active
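Assay system – RFP-PRO-GFP reporter HT1080 cells · Compound dosing – single dose of 20 µM compound, 1% DMSO final · Incubation – overnight compound exposure at 37 °C · Measure – GFP/RFP fluorescence ratio · Benchmarks – DMSO wells and RFP-L50D-GFP cells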
Rpn11 inh – inhibitors of human proteasome Rpn11. actives 0.59% (n = 360,000). O00487. human 26S proteasome, Ub4-pepOG fluorescence polarization; 20S core pre-blocked with epoxomicin. calls only at 20 µM;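 active means inhibition at 20 µM, scaled to each plate's controls, above about 33%, limit read from the data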
Target sequence (O00487 whole entry, looked up): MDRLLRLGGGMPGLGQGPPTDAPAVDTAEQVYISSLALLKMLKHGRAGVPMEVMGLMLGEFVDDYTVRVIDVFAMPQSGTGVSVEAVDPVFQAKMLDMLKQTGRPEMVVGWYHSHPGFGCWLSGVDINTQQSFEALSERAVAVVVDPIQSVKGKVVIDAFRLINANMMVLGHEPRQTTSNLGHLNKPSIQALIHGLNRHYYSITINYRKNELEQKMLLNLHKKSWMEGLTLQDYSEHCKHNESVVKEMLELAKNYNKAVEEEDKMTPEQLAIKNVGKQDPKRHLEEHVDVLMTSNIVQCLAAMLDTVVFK
MsrA inh – inhibits bovine methionine sulfoxide reductase A; actives 0.75% (n = 360,000); purified bovine MsrA, absorbance read-out; inhibition, % at 15.5 µM; in the data active means inhibition above about 4.5%;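 further: 0% = vehicle wells with enzyme and 100% = reference inhibitor wells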
Rin1 Abl inh – blocks binding of human Rin1 to Abl. P00519+Q13671. TR-FRET Rin1/Abl binding, biochemical. inhibition, % at 7.35 µM. actives 0.4% (n = 360,000). AID 588664; in the data active means inhibition above about 5%, passing the limit was not always enough
bovine MsrA act – bovine methionine sulfoxide reductase A activation; purified bovine MsrA, absorbance read-out; activation, % at 10.6 µM; actives 0.3% (n = 360,000); AID 602163; in the data active means activation above about 7.5%;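 further: 0% = vehicle and 100% = reference activator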
Numbers without * were called inactive; i = inactive; . = not tested or not shown; + = active, no number.

Every second line gives: CSN inh	bovine MsrA act	MLLE-PAM2 inh	MsrA inh	FAS TE block	eLon inh	Rpn11 inh	Rin1 Abl inh	MT1-MMP act inh
CC(=O)Nc1cccc(NC(=O)c2cccc(OCc3ccccc3)c2)c1
 : -2	-1	-14	1.4	11	-1	i	4	-1
Cc1cccc(-n2ncc3c2CCCC3NC(=O)CCCN2CCCCC2=O)c1C (configuration not stated)
 : 3	-10	5	.	-4	6	i	-1	2
O=C(N/N=C1\CCSC1)c1cc(Cl)ccc1O
 : 3	-2	-14	1.7	-1	-2	i	4	2
Cc1c(OCC(=O)NC(Cc2ccc(Cl)cc2)C(=O)O)ccc2c1oc(=O)c1ccccc12 (configuration not stated)
 : 4	-3	2	0.2	12	-5	i	1	9
Cc1ccc(SCc2cc(=O)c3c(=O)n(-c4ccccc4)[nH]c3[nH]2)cc1
 : 5	-11	17	2.6	-2	1	i	4	5
COc1cccc(/C=N\NC(=O)c2sc(N)nc2C)c1OC
 : -3	-4	-5	3.7	-2	-5	i	-6	7
CS(=O)(=O)N1CCN(c2ccccc2NC(=O)c2cccnc2Cl)CC1
 : -1	0	8	0.6	-4	4	i	-3	2
COc1ccc(C(=O)N2CCN(C3CCN(Cc4ccccc4)CC3)CC2)cc1OC
 : 3	1	-5	1.2	-3	-18	i	0	3
CC1(C)CNC(=O)C=C(c2ccccc2)C1
 : -3	-11	2	2.4	-11	10	i	3	7
Cc1ccc2c(C(=O)CSc3ccccc3)c(C)[nH]c2c1
 : -3	0	8	-0.3	-13	3	i	-6	0
CCc1ccccc1NC(=O)CN1CCN(C(=O)CN2C(=O)NC3(CCCC3)C2=O)CC1
 : 2	-4	-17	0.7	-7	3	i	2	2
CC(C)CNC(=O)CN1c2cccc3cccc(c23)S1(=O)=O
 : 2	-3	5	-0.7	-2	-2	i	-1	0
CC(C)NS(=O)(=O)c1ccc(OCC(=O)N2CCCC2)cc1
 : 4	-2	7	0.4	-3	5	i	-2	-2
COc1ccc(CCNC(=O)c2cc(S(=O)(=O)N3CCOCC3)ccc2F)cc1
 : 2	-2	4	-0.6	-4	-5	i	1	1
Cn1c(=O)[nH]c(=O)c2c1nc(N1CCN(C(c3ccccc3)c3ccccc3)CC1)n2CCO
 : -3	-3	-6	1.4	3	4	i	0	-38
CC1CCCCC1NC(=O)Cn1nnc2ccccc2c1=O (configuration not stated)
 : 1	-3	-3	2.0	-4	0	i	-1	-4
CCc1nc(N)c(C#N)c(-c2cccc3ccccc23)c1C
 : 1	-3	-5	-0.7	-6	-2	i	-1	1
Cc1ccc(C)c(NC(=O)NC2CCCCCCC2)c1
 : -4	-11	3	-1.0	2	4	i	0	.
O=[N+]([O-])c1ccc(-c2nc3ccc([N+](=O)[O-])cc3[nH]2)cc1
 : -2	-8	11	0.8	12	-19	i	-1	2
CCC(C)(C)NC(=O)c1ccc2c(c1)S(=O)(=O)c1ccccc1C2=O
 : 4	-3	1	-0.6	5	-10	i	-4	3
COc1ccccc1NC(=O)c1cccc(S(=O)(=O)N2CCN(Cc3ccccc3)CC2)c1
 : 1	-2	3	-0.2	14	4	i	-3	-5
COc1ccc(C(=O)COC(=O)C2COc3ccccc3O2)cc1F (configuration not stated)
 : -5	-7	9	1.2	-3	1	i	1	1
COc1ccc(CCNC(=O)CCSc2nc(-c3ccco3)cc(C(F)(F)F)n2)cc1
 : 7	-9	-4	-0.5	1	-3	i	1	.
Cc1cc(OCC#N)nc(N)n1
 : -2	-4	9	0.1	-14	1	i	5	-1
CCOC(=O)N1CCN(C(=O)c2nc3ccccc3s2)CC1
 : -2	-3	-32	-0.4	1	6	+	-1	7
O=[N+]([O-])c1ccc(S(=O)(=O)N2CCC3(CC2)OCCN3S(=O)(=O)c2cccs2)cc1
 : 1	-3	-11	1.6	28	-5	i	-4	-2
Cc1ccc(N2C(=O)C3C4C=CC(CNC(=S)Nc5ccc(Cl)cc5)(O4)C3C2=O)cc1 (configuration not stated)
 : 0	-9	27	-0.1	20	2	i	1	2
Cc1cc(C)c(C)c(S(=O)(=O)N2CCNCC2)c1C
 : -4	-3	-8	2.6	-5	-4	i	3	-15
O=C(CNC(=O)c1ccc(Cl)cc1Cl)OCCOc1ccccc1F
 : -5	-2	2	1.2	4	4	i	-4	4
Cc1cccc(NS(=O)(=O)c2csc(C(N)=O)c2)c1C
 : 4	-4	-6	-1.6	-3	6	i	1	3
Cc1cccc(NC(=O)Nc2ccc(C)c(C)c2)n1
 : 2	-7	0	-0.1	-9	-5	i	0	2
Cc1nc2ncc(Br)cc2[nH]1
 : -12	-8	3	-0.1	-9	2	i	-2	5
CCOC(=O)C1CCN(C(=O)c2ccccc2NC(=O)c2ccc(Br)cc2)CC1
 : -4	-3	-3	-0.7	2	11	i	4	-3
C/C(CC(=O)Nc1cccc(F)c1)=N\NC(=O)c1ccncc1
 : -2	-4	9	0.3	-9	-8	i	2	1
CC(C)(C)OC(=O)N1CCC[C@H]1C(=O)OCC(=O)Nc1cc(S(C)(=O)=O)ccc1Cl
 : 1	0	10	-0.2	-8	-3	i	3	-2
Cc1ccccc1Nc1nc(N)nc(COC(=O)CCS(=O)(=O)c2ccccc2)n1
 : 3	-2	15	0.7	-4	4	i	1	6
CCSc1nc2c(c(=O)[nH]c(=O)n2C)n1CC(O)COc1ccccc1 (configuration not stated)
 : 7	-3	-1	1.1	1	-7	i	3	1
O=C(c1ccco1)C(O)c1ccco1 (configuration not stated)
 : 0	-1	6	-0.4	3	3	i	4	-3
O=C(Cn1nc(C(=O)O)c2ccccc2c1=O)Nc1cc(S(=O)(=O)N2CCOCC2)ccc1Cl
 : 0	1	-16	0.5	-1	1	i	-3	2
CCC(C)[C@H](NC(=O)[C@@H]1Cc2ccccc2CN1C(=O)OC(C)(C)C)C(=O)NCC1CCC(C(=O)O)CC1 (some centres not stated)
 : 2	-9	5	0.3	-5	6	i	-2	6
Cc1ccc(OCc2ccc(C(=O)Nc3ccc(S(N)(=O)=O)cc3)o2)cc1
 : -10	-9	1	0.6	-13	-4	i	3	3
COc1cc(C(=O)N[C@@H](C)C(=O)NCc2ccco2)cc(OC)c1OC
 : 2	-3	11	0.2	-4	-10	i	-5	1
Cc1ccc(Nc2nc(N)nc(CN3CCN(c4ccccc4)CC3)n2)cc1Cl
 : -4	-1	-15	-0.8	21	-2	i	-2	-8
CN(Cc1ccc(O)cc1)C1CCCCC1
 : 1	-1	-12	-1.7	-6	9	i	-2	6
C[C@@H]1CN([C@@H](C)CO)C(=O)CCCn2nncc2CO[C@H]1CN(C)C(=O)NC1CCCCC1
 : -2	0	-3	0.5	-2	3	i	-1	-1
Cc1onc(-c2ccccc2)c1-c1ccnn1S(=O)(=O)c1ccc(Cl)cc1
 : 3	-4	-11	0.4	23	7	i	1	-3
c1ccc(-c2noc(-c3ccno3)n2)nc1
 : 0	-1	-4	1.0	-5	-8	i	0	7
COc1ccccc1CN1C[C@@H]2C[C@@H](c3cccc(C)c3)N3CCC[C@@]23C1=O
 : -3	-1	-9	-1.3	-2	-3	i	5	-3
O=C(Nc1ccc(Cc2ccncc2)cc1)C1CCC(N2C(=O)C3CC=CCC3C2=O)CC1 (configuration not stated)
 : 3	-3	-4	0.4	-9	-9	i	1	-3
O=C(NCc1n[nH]c(=S)n1-c1ccccc1)c1ccc(S(=O)(=O)N2CCCCC2)cc1
 : -1	0	-15	-2.0	-8	-2	i	1	-1
CCOC(=O)Cc1csc(NC(=O)c2ccc(Br)cc2)n1
 : 2	-4	-3	-0.4	4	-7	i	-3	4
CC(C)(C)c1ccc(C(=O)NCc2nnc(SCC(=O)NC3CCCCC3)o2)cc1
 : 1	1	29	0.5	41	-1	i	0	-2
O=C(c1ccccc1)N(C(=O)c1ccccc1)c1ccccc1
 : -2	0	4	-0.5	6	10	i	-4	-5
CC(C)c1ncc(CO)n1Cc1c(Cl)cccc1Cl
 : 0	-2	-15	-0.2	-8	-2	i	-3	5
COc1ccccc1N(CC(=O)NCCc1ccccc1)S(C)(=O)=O
 : 6	-2	-10	0.7	-9	-7	i	-1	2
CCOc1ccc2[nH]c(=O)c(CN(CC3COCCO3)C(=O)c3ccco3)cc2c1 (configuration not stated)
 : -1	-8	10	-0.3	-8	5	i	0	-3
NC1=C(c2ccccc2)C(=O)NC1=O
 : -3	-3	-2	0.3	-2	6	i	2	1
COc1ccc(N2C(=O)/C(=C\c3ccco3)N=C2SCC(=O)NC(C)C)cc1Cl
 : 0	-4	12	3.0	-6	-12	i	-2	1
COc1ccc(S(=O)(=O)N=N/C=C2\C=CC=CN2O)cc1OC
 : 1	-10	4	0.1	-6	-6	i	4	3
Cc1cccc(C(=O)N=c2sccn2C)c1[N+](=O)[O-]
 : -1	2	11	1.4	-5	-2	i	-3	-2

The final two compounds of the section before open the next one.
Every second line gives: CSN inh	bovine MsrA act	MLLE-PAM2 inh	MsrA inh	FAS TE block	eLon inh	Rpn11 inh	Rin1 Abl inh	MT1-MMP act inh
COc1ccc(S(=O)(=O)N=N/C=C2\C=CC=CN2O)cc1OC
 : 1	-10	4	0.1	-6	-6	i	4	3
Cc1cccc(C(=O)N=c2sccn2C)c1[N+](=O)[O-]
 : -1	2	11	1.4	-5	-2	i	-3	-2
Cc1cc(=O)n2c3ccccc3n(CC(O)CN3CCCC3)c2c1C#N (configuration not stated)
 : 0	-7	-7	3.3	-4	-6	i	1	-7
CCCc1nnc(SCC(=O)N2C(C)CCCC2C)n1CC1CCCO1 (configuration not stated)
 : -3	-5	-7	0.3	-5	-7	i	-2	9
CCC(Cc1ccccc1)NS(=O)(=O)c1ccc2c(c1)NC(=O)CS2 (configuration not stated)
 : 4	-2	1	-0.2	10	-3	i	4	0
CCCNC(=O)C1(C)CCN(Cc2ccc(OC)c3ccccc23)C1 (configuration not stated)
 : 0	2	-5	0.7	0	-1	i	0	4
Cc1ccc(S(=O)(=O)N(C)c2ccc(OC(=O)CN3C(=O)NC4(CCCC4)C3=O)cc2)cc1C
 : -3	-2	-6	-0.8	9	-1	i	0	-2
Cc1ccccc1S(=O)(=O)NC(=O)C1(C)CCN1C(=O)C(C)(C)c1ccccc1 (configuration not stated)
 : 1	1	-113	0.3	-5	-12	i	3	-4
CC1C(c2ccc3c(c2)OCO3)c2cc3c(cc2OC1N1CCOCC1)OCO3 (configuration not stated)
 : -3	-10	14	0.4	26	-6	i	2	-8
COc1ccccc1C(=O)Nc1ccc2nc3n(c(=O)c2c1)CCCC3
 : -3	-1	-8	1.3	0	1	i	0	6
COc1cc2c(cc1NCc1ccccn1)oc1ccccc12
 : 7	-6	-39	0.8	9	-14	i	-1	-15
CCc1cccc(C)c1NC(=O)CSc1nc(C)c(C)o1
 : -2	-8	33	1.8	0	-17	i	-2	1
Cc1cc(C)cc(NC(=S)NCc2ccc3c(c2)OCO3)c1
 : -5	1	-20	0.4	19	9	i	-1	0
CN(c1ccccc1)C(c1ccc(F)cc1)c1nnnn1C1CCCC1 (configuration not stated)
 : -1	1	3	1.0	18	-1	i	-1	-4
